High-throughput results from PubChem.
P. falciparum M17LAP: P. falciparum M17LAP inhibitors, primary screen, biochemical, fluorogenic H-Leu-NHMec substrate, 1536-well (AID 1619); recombinant M17LAP, H-Leu-NHMec fluorogenic kinetic assay; higher % means a stronger effect; actives 0.38% (n = 220,000); inhibition, % at 30 µM; hits with a dose series show IC50 in µM;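 active = compound inhibiting the enzyme by more than half at any dose during confirmatory dose-response retesting; inconclusive = strong single-dose inhibitors picked by rank but not retested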;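 note: plate controls were full reaction with DMSO carrier for no effect and no enzyme background for full effect; strong numbers were not always called active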
Autophagy HCS: autophagy modulators in MEF cells, primary screen, imaging, high-content, MEF GFP-LC3; MEF GFP-LC3 puncta imaging; test concentration mostly 10 µM; actives 0.98% (n = 190,000); calls only at 10 µM (by protocol); AID 463193, 2010;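 active = percentage of spot-positive cells more than 3 SD above its plate mean, without a fluorescence outlier flag or 80% toxicity; inconclusive = no clear call, values can overlap the other calls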;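 note: spot-positive cell cutoff set from DMSO-treated cells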
MT stabilize HCS: microtubule stabilizers in HeLa cells, primary screen, imaging, high-content imaging; actives 0.83% (n = 200,000); % tubulin-high responders, % at 10 µM; HeLa tubulin immunostaining HCS, 24 h; share of cells brighter than vehicle mean+2SD;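 active = plate Z-score above 3 for both tubulin-high and condensed-nucleus cell shares, with cell loss under 80%, at 10 µM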;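 note: anti alpha tubulin signal scored within the nucleus-defined area of each cell; some results filed as inactive read as strong as hits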
Lipid droplet: inhibitors of hepatocyte lipid droplet formation, primary screen, imaging, high-throughput imaging, BODIPY stain. AID 1656, 2009. AML12 mouse hepatocytes, oleate lipid droplets. actives 0.4% (n = 240,000). inhibition, % at 6.5 µM;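 active = lipid droplet intensity inhibited by at least 50%, with more than 500 cells counted; inconclusive = wells with under 300 cells, treated as cytotoxic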
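System: AML12 hepatocytes (mouse). Probe or stimulus: oleic acid at 100 µM to induce lipid droplet formation. Times: overnight treatment with compound plus oleate. Detection: Image-based BODIPY and DAPI two-channel analysis. Evaluation: percent inhibition of filter-corrected integrated lipid droplet intensity per well.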
P. falciparum M1AAP: P. falciparum M1AAP inhibitors, biochemical, fluorogenic H-Leu-NHMec substrate, 1536-well (AID 1445) | Aminopeptidase N (Plasmodium falciparum (isolate 3D7)) | recombinant M1AAP, H-Leu-NHMec fluorogenic kinetic assay; higher % means a stronger effect | inhibition, % at 30 µM; hits with a dose series show IC50 in µM | actives 0.42% (n = 220,000);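 active = primary inhibition above the hit cutoff, then over 50% inhibition at one or more dose response concentrations, cut at about 23% in these data, passing the limit was not always enough; inconclusive = conflicting primary data, or primary hits not chosen for dose response; inactive = low primary inhibition, or under 50% at every dose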;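 note: plate controls were DMSO full reaction for no effect and no enzyme background for full effect; strong numbers were not always called active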
Yfh1-off respiration: enhancers of respiration in Yfh1-depleted yeast, dose response, Friedreich's ataxia, plus single-dose screen (AID 1465); S. cerevisiae Yfh1-off respiration, WST-1 reduction, 72 h; higher fold induction means a stronger effect; fold induction at 50 µM; hits with a dose series show EC50 in µM; actives 0.074% (n = 220,000);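 active = fold induction of absorbance versus untreated yeast above a set limit, then at least 30% activation at any dose in follow-up; inconclusive = repeats straddling the limit, or above it without dose testing; inactive = fold induction below the set limit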;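 note: activators that raise dye reduction in frataxin-depleted yeast; strong numbers were not always called active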
CSM14.1 death rescue: rescue of cells from ER stress-induced death, primary screen, 384-well, CSM14.1, thapsigargin, ATP luminescence (AID 1222). CSM14.1 thapsigargin-induced death rescue, ATP luminescence; higher % means a stronger effect. one-dose cellular ATP content (survival), % at 20 µM; EC50 in µM for titrated hits. 190,000 tested, under 10 active;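 active = EC50 below 50 µM in the dose-response confirmation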;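 note: death triggered by thapsigargin at about 15 µM added after 2 h compound pretreatment; cell ATP read after overnight thapsigargin exposure of roughly 18 to 22 hours; normalized against plate controls of thapsigargin alone and 5% DMSO vehicle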
Insulin prom up: insulin promoter activators in MIN6 cells, imaging, high-content screening, mouse beta cells. actives 0.3% (n = 190,000). z-score at 5 µM. MIN6 insulin promoter-GFP reporter; stronger effect = higher value;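 active = z-score above 3 at 5 µM with at least 500 cells counted in the well; inconclusive = wells under 500 cells, flagged as cytotoxic or low count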
Dynein transport: inhibitors of GR-EGFP nuclear translocation, primary screen, dynein cargo transport inhibitor project, imaging, high-content, 3617.4 mouse cells; test concentration mostly 20 µM; stimulated with dexamethasone, 1 µM; stronger effect = lower value; z-score, hits read low; actives 0.47% (n = 220,000); AID 1381, 2008;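 active = plate z-score of nuclear minus cytoplasmic receptor signal below a set negative limit, without overly bright fluorescence or cell loss, cut at about -3.5 in these data, passing the limit was not always enough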;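 note: z-score of nuclear minus cytoplasmic ring GR-EGFP intensity difference per well; some compounds called inactive have numbers as strong as hits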
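Buffer or medium: tetracycline-free induction medium containing charcoal-stripped FBS / Reagent: dexamethasone agonist, 1.0 µM final, for 30 min / Technique: automated 10x imaging of fixed Hoechst-stained cells / Times: induction 48 h, compound 1 h, agonist 30 min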
Dynein transport cytoplasmic EGFP: also measured in Dynein transport; calls as there; z-score; measured here: cytoplasmic GR-EGFP intensity; stronger effect = higher value
Dynein transport nuclear GR-EGFP: further read-out of Dynein transport, marked with its call; z-score; measured here: nuclear GR-EGFP intensity;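 lower value marks the stronger effect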
Dynein transport cell count: further read-out of Dynein transport, marked with its call; z-score; measured here: cell count per field
Insulin prom up cell count: second read-out of Insulin prom up, no call of its own (marks repeat the call); cell count; measured here: cytotoxicity, nuclei count;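 total cells summed across four imaged fields per well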
Lipid droplet cells 6.5 µM: recorded beside Lipid droplet, whose call it bears; cell count; measured here: cell count, cytotoxicity flag;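 cells counted across two imaged fields per well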
MT stabilize HCS Hoechst-high %: further read-out of MT stabilize HCS, marked with its call; % Hoechst-high responders; measured here: nuclear condensation Hoechst responders;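 share of cells brighter than vehicle mean plus two SD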
MT stabilize HCS cytotoxicity %: further read-out of MT stabilize HCS, marked with its call; toxicity, %; measured here: cytotoxicity by cell density;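 0% = mean cell density of plate MIN control wells and 100% = no cells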
Autophagy HCS cell loss 18 h: further read-out of Autophagy HCS, marked with its call; toxicity, %; measured here: cell loss, nuclei count;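 cell loss after 18 h compound exposure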
Numbers without * were called inactive; i = inactive; ? = inconclusive; . = not tested or not shown.

Fields: P. falciparum M17LAP	Autophagy HCS	Autophagy HCS cell loss 18 h	MT stabilize HCS	MT stabilize HCS Hoechst-high %	MT stabilize HCS cytotoxicity %	Lipid droplet	Lipid droplet cells 6.5 µM	P. falciparum M1AAP	Yfh1-off respiration	CSM14.1 death rescue	Insulin prom up	Insulin prom up cell count	Dynein transport	Dynein transport cytoplasmic EGFP	Dynein transport nuclear GR-EGFP	Dynein transport cell count
1. CCCCCC1CC1C(=O)N/N=C/c1ccc(N(C)C)cc1 (centres undefined)
 : 9%	i	-22	1.3	1.5	14	.	.	8%	i	-2.4%	-0.09	1476	0.42	-0.21	0.96	-0.81
2. CC1=N/C(=C\c2ccc([N+](=O)[O-])cc2)C(=O)N1c1ccc(Cl)cc1
 : 13%	i	-30	3.9	1.2	9.3	.	.	5%	i	-0.8%	.	.	1	0.071	0.38	-3
3. O=c1c(Cc2ccc(F)cc2)c(O)ccn1C1CCCCC1
 : 6%	i	27	2.4	1.4	8.4	2	662	5%	i	-2.4%	0.05	1913	0.38	-0.077	0.51	0.28
4. Cc1cccc(NC(=O)COn2nnc3ccc(S(C)(=O)=O)cc32)c1
 : -5%	i	16	1.2	2.2	6.8	8	693	-1%	i	-0.6%	0.48	1353	-0.094	-0.11	-0.17	-1.4
5. CCSc1nnc(NC(=O)CSc2nnc(CNC(=O)c3ccccc3F)o2)s1
 : 1%	i	0	1.6	4.9	7.9	5	696	5%	i	-1.6%	0.71	1202	1.8	-0.24	0.54	-1.1
6. COC(=O)C1CCN(C(=O)c2sc3nc(-c4ccccc4)cn3c2C)CC1
 : -1%	i	-6	1.5	1.8	9.5	-23	691	8%	i	-0.8%	-0.56	931	-0.67	0.048	-0.025	0.75
7. O=C(/C=C/c1ccccc1Cl)Nn1cnc2ccccc2c1=O
 : -7%	i	-22	1.2	2.0	9.5	14	564	2%	i	-1.0%	-0.64	1434	0.29	-0.21	0.58	-0.93
8. CCCOc1ccc(-c2nnc(-c3ccco3)o2)cc1
 : -5%	i	-3	3.0	2.6	6.0	.	.	17%	i	-2.7%	0.04	1229	-0.065	-0.21	0.11	0.21
9. O=C(N=C1c2ccccc2CN1c1cccc(Cl)c1)c1cccnc1
 : 4%	i	4	1.6	2.9	11	-12	667	23%	i	-1.1%	-0.31	1519	-0.46	-0.23	-0.25	-0.1
10. CCOC(=O)CNc1nc(OCC#N)nc(N2CCOCC2)n1
 : 0%	i	17	3.0	1.8	8.2	.	.	-2%	i	1.3%	-0.39	1537	0.57	-0.42	0.65	-0.11
11. CC(C1CC1)N(C(=O)c1ccccc1[N+](=O)[O-])c1ccccc1 (centres undefined)
 : 0%	i	-5	12	1.3	7.5	-11	695	-1%	i	-0.4%	-0.62	1316	-0.25	-0.37	0.12	0.64
12. CC(C)(C)c1cc(C(=O)NNC(=O)c2ccc(Cl)cc2)no1
 : 2%	.	.	.	.	.	20	703	2%	i	.	.	.	1.4	-0.2	0.52	-0.96
13. C[C@@H]1C(=O)O[C@@H]2[C@H](O)C34[C@H]5C[C@@H](C(C)(C)C)C36[C@H](OC(=O)[C@@H]6O)OC4(C(=O)O5)[C@@]12O (some centres undefined)
 : 3%	i	10	2.6	1.6	7.2	3	777	5%	i	-0.2%	-0.69	1296	0.087	-0.046	0.37	0.35
14. O=C(NCc1ccccc1)c1cc(=O)nc2sc(-c3ccccc3)nn12
 : 8%	i	3	1.8	1.5	7.7	.	.	2%	i	-0.9%	1.7	1414	-0.58	-0.18	-0.12	0.63
15. CN(CC(=O)Nc1ccc(SC(F)F)cc1)C1CCCCC1
 : -4%	i	-7	2.5	2.2	2.2	4	711	3%	i	-2.8%	-0.24	1358	-0.92	-0.23	-0.57	1.3
16. S=C(Nc1ccccc1)Nc1ccc2cn[nH]c2c1
 : 3%	.	.	.	.	.	0	734	15%	i	.	0.32	1450	0.3	-0.25	-0.13	0.16
17. Cc1cc(N2C(=O)C3C4CC(c5ccccc5)C(C4)C3C2=O)no1 (centres undefined)
 : 2%	i	0	4.0	1.7	6.6	0	707	7%	i	-1.9%	0.04	1442	-0.72	-0.2	-0.056	0.79
18. COC(=O)c1ccc(-n2nnnc2SCC(=O)NCc2cccc(C(=O)O)c2)cc1
 : 31%	i	63	5.8	3.5	18	19	776	7%	i	-2.4%	0.04	1284	-0.64	0.016	-0.15	-0.092
19. O=C1CC(SCCc2nc3ccccc3[nH]2)C(=O)N1c1ccc(F)cc1 (centres undefined)
 : 14%	i	-9	1.6	0.6	1.5	.	.	8%	i	-3.4%	-0.48	1620	1.4	-0.17	0.8	-0.91
20. CCc1ccc(Nc2ncc3c(n2)CC(c2ccco2)CC3=O)cc1 (centres undefined)
 : 22%	i	20	3.1	1.9	8.1	-23	733	13%	i	1.0%	2.4	734	-0.44	-0.27	0.1	0.48
21. O=C1CSC(=Nc2ccccc2)N1Cc1ccccc1
 : 0%	i	-27	3.1	1.6	3.0	-12	726	0%	i	-0.5%	-1	1260	0.25	-0.044	0.31	-0.27
22. COc1ccc(C)cc1NC(=O)C(OC(=O)c1ccc(Cl)c(S(=O)(=O)N(C)c2ccccc2)c1)c1ccccc1 (centres undefined)
 : -4%	i	3	1.9	3.3	3.6	9	675	0%	i	-1.8%	0.31	1570	0.018	-0.23	-0.096	0.76
23. COc1ccc(NC(=O)Nc2ccccc2SC)cc1OC
 : -2%	i	-2	3.1	0.8	5.9	-4	746	-1%	i	-1.1%	-1	1445	0.69	-0.28	0.53	-0.19
24. O=C(O)c1cc2c(s1)-c1ccccc1OC2
 : -341%	i	8	3.0	1.9	8.1	.	.	11%	i	0.1%	.	.	0.077	-0.1	0.43	-0.62
25. O=C(CSc1nnnn1-c1ccccc1)Nc1ccc(Cl)cc1
 : 9%	i	0	2.8	1.9	8.0	0	776	-3%	i	7.5%	0.61	1077	-0.87	0.94	0.24	0.5
26. C=CCn1c(C)nc2ccccc2c1=O
 : 4%	i	-2	1.6	1.6	7.8	-8	737	2%	i	-0.2%	0.72	1435	-0.54	-0.29	-0.33	0.18
27. O=C(Cn1c(=O)n2ncnc2c2c3c(sc21)CCCC3)c1ccccc1
 : 0%	i	1	3.4	1.1	3.5	-16	706	-3%	i	.	-0.01	1263	0.58	-0.27	-0.42	1.2
28. Cc1nc2c(C)cccc2cc1C(=O)N/N=C/c1cccnc1
 : 3%	i	1	1.8	3.9	2.5	-1	680	5%	i	-1.6%	-1.3	1326	-0.26	-0.1	-0.31	0.73
29. Cc1nn(C)cc1CNC(=O)/C=C/c1cnn(C)c1
 : -9%	i	2	1.5	3.7	12	-4	699	-2%	i	-0.2%	0.75	1303	-0.27	-0.32	-0.5	0.76
30. CC(C)c1ccc(-c2nc3c([nH]2)c(=O)n(C)c(=O)n3C)cc1
 : -6%	i	6	2.0	2.2	4.9	0	706	-1%	i	-3.3%	0.67	1305	-0.53	-0.26	-0.21	1.1
31. Cc1cc(N(CC(=O)O)S(C)(=O)=O)ccc1Br
 : -4%	i	4	4.0	2.5	5.9	2	752	-2%	i	-2.1%	-0.88	1315	0.5	-0.2	0.28	0.48
32. Cc1ccc(N(CC(O)Cn2c3ccccc3c3ccccc32)S(C)(=O)=O)c(C)c1 (centres undefined)
 : -4%	i	17	3.1	1.0	6.8	.	.	-5%	i	0.9%	0.4	1387	0.12	-0.17	0.91	-0.59
33. CN(C)c1cccc(C(=O)n2cc(C(=O)c3cc(F)ccc3O)cn2)c1
 : ?	i	11	3.0	1.8	5.2	.	.	-1%	i	-1.0%	0.11	1276	-0.58	-0.14	-0.1	-0.11
34. CC(=O)Nc1cccc(N2C(=O)CC(N3CCC(C(=O)N4CCCCC4)CC3)C2=O)c1 (centres undefined)
 : 3%	i	-3	2.2	1.7	4.6	-1	778	2%	i	-2.5%	0.98	1351	-1.2	-0.27	-0.71	0.74
35. C/C(=N\NC(=O)c1ccc(NS(=O)(=O)c2cccs2)cc1)c1ccccc1
 : 13%	i	-4	2.5	3.8	6.1	0	614	7%	i	-1.0%	-0.32	1356	-0.39	-0.28	-0.16	-0.18
36. Cc1ccc(C(=O)NCC(=O)N2CCN(S(=O)(=O)c3cccs3)CC2)s1
 : 13%	i	-5	2.7	2.4	5.0	19	728	2%	i	-0.4%	-0.63	1157	-1.9	-0.21	-0.94	-0.31
37. CC1=CN2C(=N)/C(=C/c3ccc([N+](=O)[O-])o3)C(=O)N=C2S1
 : -23%	i	4	6.2	3.4	5.1	-1	706	16%	i	0.1%	.	.	3	71	16	-0.76
